Source: PubChem (several laboratories)
T cell HTS = T cell immune modulation candidate; 2C CD8+ T cell-vesicle binding, flow cytometry; active compounds read low; calls only at 7 µM; hit rate 0.068% among 330,000;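 active = response, share of CD8 T cells binding vesicles, and their 90th percentile fluorescence all below set limits, cut at about 80% in these data, passing the limit was not always enough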
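Test system: purified 2C TCR transgenic mouse naive CD8+ T cells. Probe or stimulus: QL9-peptide-loaded Drosophila micro-vesicles bearing Ld, ICAM-1 and B7-1. Incubation: binding step 1.5 h, 37 °C, antibody labelling 20 min, ice. Measured by: flow cytometry of vesicle-bound cells.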
ER stress rescue = protection against thapsigargin-triggered cell killing – 384-well, CSM14.1, ATP luminescence, primary screen (AID 1222); CSM14.1 thapsigargin-induced death rescue, ATP luminescence; higher % means a stronger effect; cellular ATP content (survival), % at 20 µM; hits with a dose series show EC50 in µM; 190,000 tested, under 10 active;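 active = EC50 below 50 µM in the dose-response confirmation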;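 note: death triggered by thapsigargin at about 15 µM added after 2 h compound pretreatment; cell ATP read after overnight thapsigargin exposure of roughly 18 to 22 hours; normalized against plate controls of thapsigargin alone and 5% DMSO vehicle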
MT stabilize HCS = stabilizes microtubules in HeLa cells; HeLa tubulin immunostaining HCS, 24 h; share of cells brighter than vehicle mean+2SD; % tubulin-high responders, % at 10 µM; hit rate 0.83% among 200,000; AID 2205;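 active = plate Z-score above 3 for both tubulin-high and condensed-nucleus cell shares, with cell loss under 80%, at 10 µM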;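 note: anti alpha tubulin signal scored within the nucleus-defined area of each cell; some results filed as inactive read as strong as hits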
Ins promoter up = MIN6 insulin promoter up-regulation. hit rate 0.3% among 190,000. AID 1625. MIN6 insulin promoter-GFP reporter, high-content imaging; active compounds read high. z-score at 5 µM;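 active = z-score above 3 at 5 µM with at least 500 cells counted in the well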
Salmonella PhoP GFP = inhibitors of PhoP regulon expression, primary screen, Salmonella Typhimurium, GFP reporter (AID 1863) | hit rate 0.16% among 300,000 | inhibition, % at 50 µM, or IC50 in µM where a hit was titrated | S. Typhimurium PhoP-regulated promoter GFP reporter, 4 h; higher % means a stronger effect;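 active = inhibition over 29.93%, a cutoff 3 SD above the screen mean, later confirmed by dose response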;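 note: 0% = low Mg2+ inducing control and 100% = high Mg2+ repressing control; strong numbers were not always called active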
Autophagy mod = modulators of autophagy. MEF GFP-LC3 puncta imaging; test concentration mostly 10 µM. AID 463193. hit rate 0.98% among 190,000. calls only at 10 µM (by protocol);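 active = percentage of spot-positive cells more than 3 SD above its plate mean, without a fluorescence outlier flag or 80% toxicity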;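 note: spot-positive cell cutoff set from DMSO-treated cells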
b-catenin transl = beta-catenin nuclear translocation modulation | HeLa beta-catenin nuclear translocation, immunofluorescence imaging | nuclear translocation activity, % at 5 µM | hit rate 0.3% among 190,000 | AID 1665;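 active = nuclear translocation activity above 50% at 5 µM, with a well cell count of 50 or more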;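 note: per-cell ratio of nuclear to cytoplasmic median beta-catenin stain intensity; plate controls were DMSO negative control for no effect and GSK-3 inhibitor IX positive control for full effect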
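Test system: human HeLa cells, endogenous beta-catenin. Times: 24 h compound exposure, 37°C. Measured by: beta-catenin immunofluorescence imaging with DAPI.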
Dynein cargo inh = dynein cargo transport inhibition; AID 1381; hit rate 0.47% among 220,000; z-score, hits read low; 3617.4 mouse cells, GR-EGFP nuclear translocation imaging; test concentration mostly 20 µM; stimulated with dexamethasone, 1 µM; active compounds read low;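 active = plate z-score of nuclear minus cytoplasmic receptor signal below a set negative limit, without overly bright fluorescence or cell loss, cut at about -3.5 in these data, passing the limit was not always enough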;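 note: z-score of nuclear minus cytoplasmic ring GR-EGFP intensity difference per well; some compounds called inactive have numbers as strong as hits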
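medium = tetracycline-free induction medium containing charcoal-stripped FBS | probe or stimulus = dexamethasone, 1.0 µM final | timing = 48 h induction, then 1 h compound, then 30 min agonist, 37 °C | detection = automated 10x imaging of fixed Hoechst-stained cells | read-out basis = nuclear versus cytoplasmic GR-EGFP signal, averaged per well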
Lipid droplet = hepatic lipid droplet formation modulation; AML12 mouse hepatocytes, oleate lipid droplets, BODIPY imaging; inhibition, % at 6.5 µM; hit rate 0.4% among 240,000; AID 1656;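 active = lipid droplet intensity inhibited by at least 50%, with more than 500 cells counted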
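Test system: AML12 hepatocytes (mouse); reagent: oleate loading, 100 µM; dosing: one dose, 6.5 µM compound; incubation: overnight exposure; signal: fluorescence imaging, 20x objective, two fields per well; read-out basis: % inhibition of corrected integrated BODIPY droplet signal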
Dynein cargo inh cytoplasmic EGFP = second read-out of Dynein cargo inh, no call of its own (marks repeat the call); z-score; measured here: cytoplasmic GR-EGFP intensity; active compounds read high
Dynein cargo inh nuclear GR-EGFP = recorded beside Dynein cargo inh, whose call it bears; z-score; measured here: nuclear GR-EGFP intensity;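 lower value marks the stronger effect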
Dynein cargo inh cell count = second read-out of Dynein cargo inh, no call of its own (marks repeat the call); z-score; measured here: cell count per field
Ins promoter up cell count = further read-out of Ins promoter up, marked with its call; cell count; measured here: cytotoxicity, nuclei count;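 total cells summed across four imaged fields per well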
Lipid droplet cells 6.5 µM = also measured in Lipid droplet; calls as there; cell count; measured here: cell count, cytotoxicity flag;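 cells counted across two imaged fields per well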
b-catenin transl cell count 5 µM = second read-out of b-catenin transl, no call of its own (marks repeat the call); cell count; measured here: cell count, cytotoxicity flag
T cell HTS vesicle-bound % = second read-out of T cell HTS, no call of its own (marks repeat the call); double positive events, %; measured here: CD8+ vesicle-bound cell fraction;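 binding gate set so that unloaded-vesicle control wells show 10% double positive cells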
MT stabilize HCS Hoechst-high % = further read-out of MT stabilize HCS, marked with its call; % Hoechst-high responders; measured here: nuclear condensation Hoechst responders;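 share of cells brighter than vehicle mean plus two SD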
MT stabilize HCS cytotoxicity % = recorded beside MT stabilize HCS, whose call it bears; toxicity, %; measured here: cytotoxicity by cell density;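 0% = mean cell density of plate MIN control wells and 100% = no cells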
Autophagy mod cell loss 18 h = second read-out of Autophagy mod, no call of its own (marks repeat the call); toxicity, %; measured here: cell loss, nuclei count;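 cell loss after 18 h compound exposure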
* marks the source's active call; other numbers are inactive results; i = inactive; · = not tested or not shown.

SMILES | T cell HTS | T cell HTS vesicle-bound % | ER stress rescue | MT stabilize HCS | MT stabilize HCS Hoechst-high % | MT stabilize HCS cytotoxicity % | Ins promoter up | Ins promoter up cell count | Salmonella PhoP GFP | Autophagy mod | Autophagy mod cell loss 18 h | b-catenin transl | b-catenin transl cell count 5 µM | Dynein cargo inh | Dynein cargo inh cytoplasmic EGFP | Dynein cargo inh nuclear GR-EGFP | Dynein cargo inh cell count | Lipid droplet | Lipid droplet cells 6.5 µM
Cc1cc(C)nc(SCCS(=O)(=O)Cc2ccc(Cl)cc2)n1 | i | 38 | -1.4% | 3.0 | 2.4 | 5.4 | · | · | 1% | i | -9 | -3.1 | 422 | -0.046 | -0.22 | -0.2 | 0.69 | 8 | 768
COC(=O)c1ccccc1NC(=O)CCCn1nc([N+](=O)[O-])cc1C | i | 30 | 1.6% | 3.9 | 2.7 | 10 | -0.09 | 1110 | -6% | i | -14 | 1.4 | 1135 | -0.83 | -0.23 | -0.81 | 1 | -36 | 688
COc1ccc(-n2c(C)nc(N)c2C(=O)c2ccccc2)cc1 | i | 12 | · | · | · | · | -0.03 | 1033 | -14% | · | · | -0.3 | 1279 | -0.14 | -0.23 | 0.044 | -0.11 | 5 | 665
Cc1cc(C)cc(NC(=O)C2CCCN(c3nccc(C)n3)C2)c1 (stereo unspecified) | i | 39 | · | 2.2 | 1.5 | 4.6 | -0.48 | 1111 | 7% | i | -6 | -0.7 | 1025 | 0.27 | -0.24 | -0.67 | 0.91 | -3 | 548
COCCCn1c(SCC(=O)Nc2ccc(NC(=O)c3ccco3)c(OC)c2)nc2ccccc2c1=O | i | 59 | -2.5% | 3.1 | 1.9 | 5.5 | · | · | 1% | i | 6 | 8.9 | 517 | -0.39 | -0.094 | -0.13 | 0.044 | 104* | 754*
CCCC(=O)Nc1nnc(CCN2CCCCC2)s1 | i | 9 | -0.7% | 1.9 | 2.2 | 10 | 1.1 | 1623 | -2% | i | 3 | 0.2 | 1386 | -1 | -0.19 | -1.3 | 0.69 | · | ·
CC(C)n1cc(CN2CCCC(CO)(Cc3cccc(Cl)c3)C2)cn1 (stereo unspecified) | i | 28 | -1.9% | 4.2 | 2.0 | 0.1 | 0.81 | 1468 | -2% | i | 12 | -1.3 | 1004 | 0.26 | -0.29 | -0.078 | 0.27 | -17 | 707
CCC(Sc1nc2ccccc2c(=O)[nH]1)C(=O)O (stereo unspecified) | i | 47 | -0.5% | 0.6 | 1.0 | 4.1 | 0.41 | 836 | -1% | i | 12 | -1.9 | 993 | -0.95 | -0.12 | -0.45 | 1 | -8 | 817
CC(=O)c1c(C(C)=O)c(C)n(Cc2ccc(Cl)cc2)c1C | i | 39 | -0.3% | 2.0 | 1.2 | 3.8 | -0.28 | 826 | 7% | i | 2 | -4.1 | 1345 | 2.3 | 0.97 | 1.7 | -1.8 | -2 | 779
CCc1ccc(OCC(=O)NC(=S)Nc2ccc(S(=O)(=O)NC3CCCCC3)cc2)cc1 | i | 48 | -4.3% | 3.1 | 1.2 | 6.9 | -0.11 | 998 | -5% | i | -20 | -3.1 | 1103 | 0.48 | -0.26 | 0.49 | 0.58 | -13 | 793
Cc1cccc(NC(=O)c2sc3nc(-c4ccc(F)cc4)cn3c2C)n1 | i | 14 | 0.5% | 3.3 | 1.4 | 6.7 | -1.4 | 1256 | -1% | i | 10 | 0.1 | 842 | -0.69 | 0.098 | 0.011 | -0.46 | · | ·
COC(=O)c1ccccc1NC(=O)CN(c1ccc(OC)cc1)S(C)(=O)=O | i | 52 | 0.8% | 29* | 23* | 28* | -0.14 | 1151 | 5% | i | 1 | 2.2 | 1026 | -0.26 | -0.28 | -0.4 | 0.24 | -5 | 644
CSCCC(NC(=O)c1ccc([N+](=O)[O-])cc1Cl)C(=O)OCC(=O)NCC(F)(F)F (stereo unspecified) | i | 28 | -1.6% | 5.1 | 3.2 | 4.9 | -0.28 | 1583 | -7% | i | 12 | -4.0 | 1123 | -1.2 | -0.24 | -0.76 | 0.51 | -2 | 620
CSc1nsc(SC)c1C(N)=O | i | 49 | · | · | · | · | 0.14 | 1420 | -9% | · | · | -4.7 | 1240 | -0.69 | -0.14 | -0.28 | 0.37 | -14 | 725
CC(=O)/C=C(\C)Nc1ccc(-c2cnc(-c3ccccc3)o2)cc1 | i | 31 | -2.4% | 2.6 | 1.9 | 4.3 | · | · | 2% | i | 8 | 0.7 | 1177 | -0.35 | -0.27 | -0.13 | 0.24 | · | ·
COc1ccccc1C(=O)ON=C1c2ccccc2-c2ccccc21 | i | 20 | -1.1% | 3.0 | 2.7 | 0.3 | 0.4 | 1282 | 7% | i | 0 | -0.7 | 963 | 0.56 | -0.23 | 0.0028 | -0.43 | -10 | 666
O=C(O)Cc1ccc(NS(=O)(=O)c2c(Cl)cccc2Cl)cc1 | i | 34 | 0.4% | 2.2 | 2.0 | 5.8 | 1.1 | 1540 | -2% | i | -3 | -0.3 | 1097 | 0.45 | -0.3 | -0.13 | -0.68 | -21 | 682
O=C1N(Cc2cccnc2)C[C@@H]2C[C@@H](c3ccc4nsnc4c3)N3CCC[C@@]123 | i | 59 | -1.9% | 4.0 | 2.8 | 7.7 | -0.29 | 1392 | 2% | i | -5 | 1.2 | 1114 | -0.47 | -0.24 | -0.086 | 0.063 | -33 | 743
CCOc1ccc(C(=O)Nc2ccccc2N2CCOCC2)cc1 | i | 20 | -0.8% | 2.3 | 1.7 | 2.7 | 0.3 | 1569 | 4% | i | 1 | -1.2 | 1350 | 1.1 | -0.17 | -0.079 | -1.3 | · | ·
C/C(=N\Nc1nc(Cl)c(Cl)cc1Cl)c1ccc(S(=O)(=O)NCc2ccco2)cc1 | i | 35 | -6.7% | 3.5 | 3.3 | 8.8 | -0.88 | 1002 | -5% | i | -1 | · | · | -0.91 | -0.3 | -0.74 | 0.82 | 0 | 647
CN1N=C(C(C)(C)C)CSC1=Nc1ccc(F)cc1 | i | 46 | · | · | · | · | -0.07 | 1369 | -3% | · | · | -0.9 | 1088 | -0.35 | -0.21 | -0.25 | 0.28 | 8 | 727
Nc1nc(NCc2ccccc2)nc(-c2ccccc2)n1 | i | 11 | 1.1% | 2.2 | 2.7 | 1.9 | 0.55 | 1914 | -3% | i | 1 | 1.4 | 1120 | -1 | -0.22 | -0.32 | 0.041 | -14 | 660
Cc1ccc(NC(=O)C2CCCN(S(=O)(=O)c3c(C)noc3C)C2)nc1 (stereo unspecified) | i | 23 | -1.3% | 2.6 | 1.7 | 0.6 | 0.6 | 1506 | -1% | i | 2 | -2.1 | 845 | -0.57 | -0.23 | -0.21 | 0.72 | · | ·
O=C(Oc1ccccc1N1CCOCC1)c1ccccc1 | i | 41 | · | · | · | · | -0.13 | 1007 | -13% | · | · | -1.0 | 1294 | -1.1 | -0.24 | 0.19 | 0.86 | 0 | 802
O=C(Nc1cccc2ccccc12)c1ccccc1NS(=O)(=O)c1cccc2cccnc12 | i | 51 | -1.4% | 4.4 | 2.2 | 6.2 | -0.09 | 1245 | 14% | i | 2 | 0.0 | 1015 | -0.72 | -0.3 | -0.63 | 0.83 | 4 | 547
O=C(CSc1ncn(-c2ccccc2)n1)Nc1nc2c(s1)CCCC2 | i | 45 | -1.2% | 2.3 | 1.4 | 8.2 | · | · | 10% | i | -5 | · | · | -0.39 | -0.21 | -0.16 | 0.065 | -10 | 735
CCCC[n+]1c(C)sc2ccc(C)cc21 | i | 58 | -1.6% | 1.6 | 0.6 | 6.2 | -0.01 | 1349 | · | i | -18 | 2.6 | 1037 | -0.57 | -0.28 | -0.01 | 0.51 | -3 | 706
CCOC(=O)C1CCN(C(=O)COc2cc(C)c(Br)cc2C)CC1 | i | 33 | -4.9% | 2.6 | 1.7 | 6.5 | 1.3 | 1355 | 2% | i | 16 | 1.0 | 1112 | -0.43 | -0.091 | 0.18 | -2.5 | -5 | 713
Cc1cc(NC(=O)c2cc(C(C)C)on2)no1 | i | 12 | 0.1% | 1.9 | 1.5 | 12 | 0.13 | 1541 | -1% | i | -3 | 0.2 | 1313 | -1.1 | -0.17 | -0.51 | 0.97 | · | ·
CCOc1ccc(/C(O)=C2/C(=O)C(=O)N(CCOCCO)C2c2cccnc2)cc1 (stereo unspecified) | i | 8 | -1.4% | 0.9 | 1.0 | 6.7 | 0.25 | 1611 | -4% | i | -3 | -0.6 | 1377 | -0.16 | -0.19 | -0.05 | 0.13 | · | ·
O=C(CCc1nnc(-c2ccsc2)o1)NCc1ccccc1OC(F)(F)F | i | 54 | 5.1% | 2.4 | 2.4 | 4.2 | 0.56 | 1410 | -10% | i | 21 | -3.1 | 1067 | 0.041 | -0.29 | 0.18 | 0.28 | 0 | 766
